NCI-60 one-dose screen, 48 h, at 10 µM unless noted. Numbers give growth in % (100 = growth as untreated, 0 = no growth, -100 = all killed).
SW-620: SW-620 colon cancer; 5.2% of 82,000 active
HCT-116: HCT-116 colon cancer; 7.3% of 82,000 active
HCT-15: HCT-15 colon cancer; 5.2% of 82,000 active; AID 1794746
KM12: KM12 colon cancer cells; AID 1794800; 5% of 82,000 active
NCI-H322M: NCI-H322M lung cancer | 2.7% of 80,000 active | AID 1794733
HCC-2998: HCC-2998 colon cancer. 4.7% of 79,000 active
HT29: HT29 colon cancer; 7.4% of 81,000 active; AID 1794748
COLO 205: COLO 205 colon cancer; 7.3% of 79,000 active; AID 1794742
SNB-75: SNB-75 CNS cancer. 5% of 79,000 active
An asterisk follows results filed as active; · = no result given; & = joins results of further samples; [ ] = dose if it differs, or a comment. How the source made its calls: active means growth percent below 10; inactive means the rest.

Value order: SW-620	HCT-116	HCT-15	KM12	NCI-H322M	HCC-2998	HT29	COLO 205	SNB-75
- O=C(N/N=C/c1ccc(Cl)cc1)c1ccc(NC(=O)c2ccccn2)cc1
    71	5.2*	63	73	66	72	72	59	-16*
- CC1CN(Cc2ccccc2)C(=O)NC1=O (configuration not stated)
    110	106	112	113	122	110	109	108	106
- CCCCn1c(N)c(N(CC)C(=O)Cc2c(Cl)cccc2Cl)c(=O)[nH]c1=O
    102	104	99	124	94	105	114	106	101
- COc1ccc2c(c1)/C(=C/c1c(-c3cc(OC)c(OC)c(OC)c3)nc3sccn13)C(=O)N2
    100	88	100	84	92	106	108	107	78
- OC1CC2c3ccccc3C1c1ccccc12 (configuration not stated)
    108	103	106	107	114	108	110	112	91
- CCOC(=O)CCC[P+](c1ccccc1)(c1ccccc1)c1ccccc1
    85	63	102	45	96	56	70	72	87
- Cc1c(C#N)c(N)n(CCN2CCNCC2)c1C
    104	90	102	106	98	109	102	111	88
- Brc1cccc(-n2ncc3c(Nc4ccc(OCc5ccccc5)cc4)ncnc32)c1
    103	96	106	105	99	101	97	99	88
- C=CC[n+]1ccccc1
    109	106	111	101	104	104	113	115	103
- N#CC(Cc1ccccc1)c1cc2ccccc2[nH]1 (configuration not stated)
    101	91	95	96	99	97	101	106	79

(cont.)
Value order: SW-620	HCT-116	HCT-15	KM12	NCI-H322M	HCC-2998	HT29	COLO 205	SNB-75
- CC/C(=N/Nc1ccc([N+](=O)[O-])cc1[N+](=O)[O-])c1ccccc1
    106	111	106	105	108	101	96	106	75
- N#Cc1c(-c2ccc(F)cc2)c(C#N)c2c(C#N)c(N)nn2c1N
    107	93	106	94	98	90	99	98	88
- COC(=O)/C=C1/SC(=NCc2ccccc2)N(CCc2c[nH]c3ccccc23)C1=O
    72	54	59	70	99	100	68	99	104
- COc1ccc(C2CC(=O)c3c(O)c(OC)c(OC)c(OC)c3O2)c(O)c1 (configuration not stated)
    26	10	10	20	51	16	65	57	38
- Clc1cccc(Cl)c1C1CSc2ccccc2N=C1c1ccccc1 (configuration not stated)
    3.5*	19	55	44	86	95	27	102	65
- O=C1c2ccccc2C(=O)N1/N=C/c1ccc2c(c1)OCO2
    107	95	98	113	95	116	94	100	104
- CC(C)=NNc1ccccn1
    26	24	28	38	19	48	27	3.9*	79
- O=C1N=C(N2CCCCC2)S/C1=C\c1cn(-c2ccccc2)nc1-c1ccccc1
    108	99	98	111	113	100	93	117	107
- Cc1ccc(NCCN2CCOCC2)c2c(=O)c3ccccc3sc12
    73	54	76	51	86	55	64	87	92
- COc1c(C)c(C)c(OC)c2c1[nH]c(=O)c1c3cccnc3cn21
    99	104	118	106	153	120	104	118	106

Four compounds out of the list, sorted by number of heavy atoms, largest number first:
Value order: SW-620	HCT-116	HCT-15	KM12	NCI-H322M	HCC-2998	HT29	COLO 205	SNB-75
- COC(=O)/C=C1/SC(=NCc2ccccc2)N(CCc2c[nH]c3ccccc23)C1=O
    72	54	59	70	99	100	68	99	104
- COc1ccc(C2CC(=O)c3c(O)c(OC)c(OC)c(OC)c3O2)c(O)c1 (configuration not stated)
    26	10	10	20	51	16	65	57	38
- COc1c(C)c(C)c(OC)c2c1[nH]c(=O)c1c3cccnc3cn21
    99	104	118	106	153	120	104	118	106
- CC(C)=NNc1ccccn1
    26	24	28	38	19	48	27	3.9*	79

Continued.
Value order: SW-620	HCT-116	HCT-15	KM12	NCI-H322M	HCC-2998	HT29	COLO 205	SNB-75
- Cn1c2ccccc2c2nnc(SCCN3CCCCC3)nc21
    94	100	102	101	108	109	102	·	89
- COc1ccc(CCN2C(=O)C(C)(C)SC2=S)cc1OC
    103	98	101	101	103	106	105	111	77
- COc1ccc(C(=S)N2CCN(c3cccc(C)c3)CC2)cc1
    107	91	111	106	117	111	108	94	105
- COC(=O)C1([N+](=O)[O-])CC(c2ccccc2)ON(c2ccccc2)C1/C=C/c1ccccc1 (configuration not stated)
    88	49	63	89	85	96	49	102	65
- COc1ccc(/C=C2/SC(=O)NC2=O)cc1OCc1cn(-c2ccc(S(=O)(=O)Nc3nccs3)cc2)nn1
    101	107	107	101	99	102	103	119	96
- CC(C)CN1CC(C(=O)Nc2ccc3c(c2)-c2ccccc2C3)CC1=O (configuration not stated)
    93[50 µM]	64[50 µM]	50[50 µM]	74[50 µM]	70[50 µM]	64[50 µM]	88[50 µM]	88[50 µM]	46[50 µM]
- COc1ccc(-n2c(SCc3cc(OC)c(OC)c(OC)c3)nc3cc(OC)c(OC)cc3c2=O)cc1
    96	106	98	79	109	108	101	109	98
- C=CCNC(=O)c1ccccc1OCC(=O)O
    104	116	103	119	112	105	105	107	116
- CC(C)(C)c1cc(NC(=O)Nc2ccc(-c3cn4c5c(sc4n3)CCc3c[nH]cc3-5)cc2)no1
    18	23	5.0*	6.7*	48	24	-66*	-17*	-13*
- COc1ccc(-c2[nH]c3ccc(OC)cc3c2/C=C(\C#N)S(=O)(=O)c2ccccc2)cc1
    33	19	23	11	53	-20*	13	-43*	8.9*

(listing goes on)
Value order: SW-620	HCT-116	HCT-15	KM12	NCI-H322M	HCC-2998	HT29	COLO 205	SNB-75
- COc1ccc([N+](=O)[O-])c(S(=O)(=O)c2ccc(Cl)cc2)n1
    14	21	27	98	106	104	74	25	78
- O=C(Nc1cc(Cl)c(Cl)cc1Cl)N1CCOCC1
    102	107	97	114	116	110	112	109	99
- CC(C)c1ccc(C(=O)Nc2sc3c(CN(C)C)c(O)ccc3c2C(N)=O)cc1
    -38*	-46*	-49*	6.4*	66	-55*	2.7*	47	48
- CCOC(=O)CNC(=O)c1c(C)[nH]c(-c2nc3ccccc3[nH]2)c1C
    97	105	98	100	92	105	105	·	91
- CC1(C)C=C(C(=O)ON2C(=O)CCC2=O)C(C)(C)N1O
    112	96	102	100	91	105	109	103	92
- CCCCCCCCNc1cccc2c1C(=O)c1ccccc1C2=O
    94	103	107	103	101	107	90	116	98
- COc1cc(NC(=O)CSc2nc3ccc(C)cc3c(=O)n2Cc2ccccc2)cc(OC)c1OC
    81	43	84	58	63	76	71	89	-5.8*
- CCCCC(CC)COC(=O)/C=C/c1cccc2c1C(=O)NC(C)(c1cc3cc(Cl)ccc3oc1=O)N2 (configuration not stated)
    103	92	91	98	91	100	117	116	·
- CC(=O)Nc1ccc(/C=C2/SC(=S)N(/C=C(\c3ccccc3)S(=O)Cc3ccccc3)C2=O)cc1 (configuration not stated)
    103	84	99	101	103	103	85	94	83
- CC1=C(c2cc3ccccc3c3ccccc23)CCCC1
    100	87	101	103	105	99	105	107	86

Next part.
Value order: SW-620	HCT-116	HCT-15	KM12	NCI-H322M	HCC-2998	HT29	COLO 205	SNB-75
- COc1nc2c(c(=O)n1C)CN(c1ccccc1)C(=O)CN2
    109	101	98	108	113	96	113	137	87
- COc1ccc(C(=O)n2nc(-c3ccccc3)nc2N)cc1OC
    90	98	97	86	89	98	92	103	81
- O=C1c2ccccc2C(=O)c2c1nc(-c1ccc(Cl)cc1)n2O
    85	98	98	87	91	101	109	93	75
- O=C(O)c1ccc(NCn2nc(-c3cc(-c4ccccc4)nc4ccccc34)oc2=S)cc1
    101	96	101	102	105	114	112	109	87
- CC(=O)Nc1ccc(C=Nc2ccc3ccccc3c2)cc1
    106	101	105	108	111	92	105	115	78
- CC1=NN(C(=O)CSc2nnc3n(Cc4ccccc4)c(=O)c4c(C)c(C(N)=O)sc4n23)C(=O)C1
    96	101	105	107	111	99	107	121	80
- Cc1ccc(CO)c2ccccc12
    108	100	110	108	100	100	98	112	107
- COc1ccc(CCc2ccncc2)cc1
    114	98	98	102	109	95	94	110	92
- CN1C(=O)C(Nc2ccc(C(=O)Nc3ccc(Cl)cc3)cc2)=C(c2ccc(Cl)cc2)C1=O
    89	50	53	49	70	64	52	67	91
- CN(C)C(=O)c1cccc(N)c1
    98	96	103	107	105	114	113	110	83

The listing continues.
Value order: SW-620	HCT-116	HCT-15	KM12	NCI-H322M	HCC-2998	HT29	COLO 205	SNB-75
- CC1(C)C/C(=C\c2cc(O)ccc2[N+](=O)[O-])C(=O)c2ccccc21
    101	92	85	108	98	111	114	117	85
- Cc1cc(C(=O)Nc2ncc(Cc3ccc(F)cc3)s2)c(C)o1
    60	64	47	17	65	53	67	113	89
- COc1ccc(NC(=O)Nc2ccc(OCC(=O)N=Nc3c(O)[nH]c4ccc(Br)cc34)cc2)cc1
    81	88	101	65	99	100	117	100	94
- O=C(N[C@@H]1CCCc2ccccc21)[C@H](CCC(=O)N1CCN(C2CCCCC2)CC1)N1C(=O)[C@@H](N2C(=O)OC[C@@H]2c2ccccc2)[C@H]1/C=C/c1ccccc1
    38	24	12	36	35	12	-14*	34	66
- Cl.Fc1c[c-]c(-c2ccccn2)c(F)c1.[Pt].c1ccc([PH+](c2ccccc2)c2ccccc2[PH+](c2ccccc2)c2ccccc2)cc1
    -82*	-68*	-84*	-91*	-99*	-77*	-63*	·	-98*
- OCCNc1nc(Nc2ccc(C3=NN(c4cc(Cl)cc(Cl)c4)C(c4ccc(C(F)(F)F)cc4)C3)cc2)nc(N2CCOCC2)n1 (configuration not stated)
    94	67	49	69	80	76	56	·	68
- N#CC1=C(Nc2ccccc2)c2nc3ccccc3c(=O)n2C1
    100	91	106	102	100	106	106	113	83
- CCOC(=O)C1=NN(c2ccccc2)C2=NC(=O)/C(=C\c3cn(-c4ccccc4)nc3-c3cc4ccccc4o3)C(=O)N12
    92	89	101	98	90	101	98	109	95
- O=C(O)/C=C/c1cc(O)c2c(c1)[C@@H](C(=O)O)[C@H](c1ccc(O)c(O)c1)O2
    103	110	99	109	109	103	100	113	92
- COc1cc2c(cc1OC)C1=NN(C(=O)Nc3ccc(C)cc3C)C(c3ccccc3Cl)C1C2 (configuration not stated)
    89	72	76	67	91	97	77	111	95

Remaining list, next part
Value order: SW-620	HCT-116	HCT-15	KM12	NCI-H322M	HCC-2998	HT29	COLO 205	SNB-75
- O=c1c2ccccc2[nH]c2c3c(cn12)nc1ccccn13
    96	99	99	106	107	94	104	102	90
- Cc1cc(C(=C2C=CC(=Nc3ccccc3)C=C2)c2ccc(Nc3ccccc3)cc2)ccc1N
    -70*	0.6*	-32*	-89*	-34*	-91*	-75*	-65*	-75*
- Cc1c(Cc2ccccc2)c(=O)oc2cc(O)ccc12
    104	103	108	100	93	101	95	109	91
- COc1ccc(N2CCN(c3nc(-c4ccccn4)nc4sc5c(c34)CCCCCC5)CC2)cc1
    99	16	74	52	97	60	72	71	83
- Nc1ccc(-c2ccc(F)cc2)c(F)c1NC(=O)N1Cc2nccnc2C1
    88	68	95	81	99	89	75	106	86
- Cn1c2ccccc2c2nn(Cc3ccccc3)c(=O)nc21
    99	109	95	104	113	114	112	119	77
- CCOC(=O)C1=C(C)NC(=O)NC1c1ccc(OCc2cn(-c3ccc(C(C)=O)cc3)nn2)c(OC)c1 (configuration not stated)
    101	97	103	97	95	100	111	108	101
- CC(=O)Nc1ccc(CCCCc2ccccc2)cc1
    109	86	97	98	86	104	101	118	80
- OC1c2ccccc2C=Cc2ccccc21
    101	104	100	105	82	96	95	113	87
- NC(=S)c1ncn(C2OC(CO)C(O)C2O)c1N (configuration not stated)
    132	101	112	103	90	108	112	123	96

The list continues:
Value order: SW-620	HCT-116	HCT-15	KM12	NCI-H322M	HCC-2998	HT29	COLO 205	SNB-75
- COc1cc(C=C2C(=O)N(C)C(=O)N(C)C2=O)cc(CN2CCOCC2)c1O
    106	102	107	101	99	98	106	106	89
- S=C(NCCc1ccccc1)Nc1ccc(OCc2nc3ccc(Cl)cc3[nH]2)cc1
    37	19	4.3*	19	57	3.6*	32	44	33
- CC(Nc1ccc(S(=O)(=O)Nc2ncccn2)cc1)c1ccc2cccnc2c1O (configuration not stated)
    98	95	100	99	107	100	103	109	103
- CCN(CC)CCNS(=O)(=O)c1ccc(C)cc1
    109	100	100	104	103	103	97	·	99
- NS(=O)(=O)c1ccc(NC(=S)/N=C\c2c(O)[nH]c(=O)[nH]c2=O)cc1
    98	103	107	103	97	106	97	110	93
- CCCCN(C(=O)CCl)c1ccccc1
    107	95	106	99	107	94	111	112	98
- Cc1ccc(C(O)c2ccccc2)cc1 (configuration not stated)
    105	96	100	103	100	84	100	106	94
- OCC[N+]1(Cc2ccccc2)CCC(C2CC[N+](CCO)(Cc3ccccc3)CC2)CC1 (configuration not stated)
    99	92	101	99	100	104	89	·	101
- FC(F)(F)c1cc(-c2nnc3n2NC(N2CCOCC2)CS3)cc(C(F)(F)F)c1 (configuration not stated)
    100	106	109	118	108	·	107	108	75
- Nc1ccc2c(c1)C(=O)c1cc(Cl)c(Cl)cc1-2
    101	94	103	93	117	98	104	83	69

Additional results.
Value order: SW-620	HCT-116	HCT-15	KM12	NCI-H322M	HCC-2998	HT29	COLO 205	SNB-75
- Cc1ccc(S(=O)(=O)NC(=O)NN2CC3CCCC3C2)cc1 (configuration not stated)
    106&111	107&102	106&99	108&119	98&89	110&102	111&103	116&113	96&112
- CC(=O)Nc1cccc(-c2cccc(NS(=O)(=O)c3cccc4c(N(C)C)cccc34)c2)c1
    92	62	81	76	92	70	81	62	83
- Cc1ccc(C(=O)NNC(=O)CSc2nc3c(c(=O)[nH]2)CCCC3)cc1
    107	109	102	100	98	105	106	119	91
- CCc1ccc(Cc2ccccc2)cc1
    107	98	101	103	98	105	98	111	94
- COc1cc(-c2cn(-c3ccc(Cl)c(Cl)c3)c(=O)n2C(C)=O)cc(OC)c1OC
    84	46	96	72	84	76	67	89	49
- Cc1ccc(S(=O)(=O)NCCNc2nccc(-c3c(-c4ccccc4)nc4occn34)n2)cc1
    68	47	46	62	78	75	29	60	62
- CCCc1cc(=O)[nH]c(SC(C)c2nc3sc(C(=O)OCC)c(C)c3c(=O)[nH]2)n1 (configuration not stated)
    103	90	95	98	94	104	120	120	89
- O=C1O/C(=C2\OCc3ccccc32)c2ccccc21
    103	87	105	108	117	100	119	111	109
- CCOc1nc(-c2ccccc2)cc2c(O)c(C(=O)N/N=C/c3ccc(N(C)C)cc3)[nH]c(=O)c12
    98	112	117	109	113	-15*	145	229	124

Assay outcomes deposited in PubChem BioAssay by NCI.
